# NALP1 inh = NALP1 inflammasome inhibitors in reconstituted yeast, colorimetric, S. cerevisiae, triplicate retest. AID 2071, 2009. actives 0.61% (n = 280,000). inhibition, % at 10 µM. S. cerevisiae NALP1/ASC/caspase-1 growth, X-gal OD620, 72 h; in the data active = inhibition mostly above about 24%, no sharp cut-off; inactive = mostly below about 32%; also: some compounds called inactive have numbers as strong as hits
# OXTR ag = human OXTR agonists, primary screen, fluorescence, CHO-OTR cells, Fluo-8 calcium; Oxytocin receptor (Homo sapiens), P30559; Fluo-8 calcium fluorescence; normalized: DMSO 0%, oxytocin 100%; activation, % at 3 µM; actives 0.32% (n = 320,000); AID 2435, 2010;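 active = activation above the mean of all tested compounds plus 3 SD, cutoff set per screening run, cut at about 20% in these data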;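 also: peak over basal fluorescence ratio from a 100 s FLIPR kinetic read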
# Target sequence (P30559 whole entry, looked up): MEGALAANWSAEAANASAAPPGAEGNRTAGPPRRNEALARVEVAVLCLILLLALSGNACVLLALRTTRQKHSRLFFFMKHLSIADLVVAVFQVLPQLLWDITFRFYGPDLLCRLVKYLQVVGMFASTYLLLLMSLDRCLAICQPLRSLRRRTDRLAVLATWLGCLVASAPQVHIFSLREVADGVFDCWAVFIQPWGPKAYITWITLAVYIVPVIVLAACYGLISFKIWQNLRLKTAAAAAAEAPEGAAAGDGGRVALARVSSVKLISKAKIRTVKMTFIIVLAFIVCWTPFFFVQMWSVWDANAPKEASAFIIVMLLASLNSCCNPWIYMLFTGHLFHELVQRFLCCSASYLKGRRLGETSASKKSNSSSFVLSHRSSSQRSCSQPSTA
# GPR7 antag = GPR7 receptor antagonists, primary screen, cell-based, fluorescence, single concentration | inhibition, % at 4.4 µM | AID 1861, 2009 | actives 1.1% (n = 290,000) | GPR7-expressing cells, fluorescence antagonist assay; in the data active = inhibition above about 16%, passing the limit was not always enough;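 also: cells stimulated with the agonist NPW; 0% = agonist with vehicle and 100% = vehicle without agonist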
# Target sequence (P48145 whole entry, looked up): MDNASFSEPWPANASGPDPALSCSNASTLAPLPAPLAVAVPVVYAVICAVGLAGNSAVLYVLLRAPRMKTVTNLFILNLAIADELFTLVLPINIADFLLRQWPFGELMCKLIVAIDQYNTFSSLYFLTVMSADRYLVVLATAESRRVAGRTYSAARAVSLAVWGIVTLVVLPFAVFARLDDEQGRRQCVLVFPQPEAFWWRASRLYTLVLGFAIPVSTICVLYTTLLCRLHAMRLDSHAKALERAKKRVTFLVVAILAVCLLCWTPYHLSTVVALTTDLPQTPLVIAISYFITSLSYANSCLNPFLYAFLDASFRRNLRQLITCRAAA
# MEKK3 PB1 HTS = modulators of MEKK3-MEK5 PB1 binding, primary screen, biochemical, wildtype MEKK3, multiplex bead flow cytometry, Alexa488-MEK5 | Mitogen-activated protein kinase kinase kinase 3 (Homo sapiens), Q99759 | bead-based flow cytometry, Alexa488-MEK5 binding to MEKK3; actives lie on both sides; 0 = blocked by unlabeled MEK5, 100 = vehicle | binding response (% of control), % at 10 µM | actives 1.4% (n = 290,000) | AID 1529, 2009;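 active = binding response more than 3 SD above or below the average of its plate-row segment, actives on both sides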;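 also: Alexa488 bead fluorescence after subtracting the streptavidin-only scavenger bead signal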
# DNA FID counter = compounds displacing fluorescent DNA intercalator, primary screen, artefact control for HCV NS3 helicase inhibitor project, biochemical, FID fluorescence; DNA fluorescent intercalator displacement; inhibition, % at 7.9 µM; actives 0.17% (n = 290,000); AID 1845, 2009; in the data active = inhibition above about 37%;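 also: 0% = vehicle and 100% = reference compound; higher means more ethidium bromide displaced from hairpin DNA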
# MEKK2mut PB1 HTS = MEK5 binding signal on mutant MEKK2 PB1, primary screen, biochemical, multiplex bead flow cytometry, Alexa488-MEK5; Alexa488-MEK5 binding to MEKK2 mutant; percent response, % at 10 µM; actives 0.35% (n = 290,000); AID 1530, 2009; in the data active = percent response above about 24%, passing the limit was not always enough; also: inactives centre near 1; some results filed as inactive read as strong as hits; reference of the scale not given here
# PHOSPHO1 inh = PubChem AID 1565 | inhibition, % at 13.3 µM | recombinant PHOSPHO1, absorbance phosphatase assay | actives 1.1% (n = 290,000); in the data active = inhibition above about 60%
# Target sequence (Q8TCT1 whole entry, looked up): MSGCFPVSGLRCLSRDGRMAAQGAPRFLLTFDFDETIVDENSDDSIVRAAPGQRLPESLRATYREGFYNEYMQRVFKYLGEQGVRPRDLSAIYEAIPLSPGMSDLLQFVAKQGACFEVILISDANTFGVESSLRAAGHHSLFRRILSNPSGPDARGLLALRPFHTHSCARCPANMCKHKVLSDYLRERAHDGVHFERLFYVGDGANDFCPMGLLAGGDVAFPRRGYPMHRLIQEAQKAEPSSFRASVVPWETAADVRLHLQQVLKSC
# M18AAP inhibitor = PfM18AAP inhibitors, malaria aminopeptidase, primary screen, biochemical, QFRET, recombinant enzyme | AID 1822, 2009 | actives 1.2% (n = 290,000) | M18 aspartyl aminopeptidase (Plasmodium falciparum 3D7) | H-Glu-NHMec fluorogenic cleavage | inhibition, % at 7.35 µM;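 active = inhibition above the campaign mean inhibition over all tested compounds plus 3 SD, cut at about 28% in these data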;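 also: 0% = plate median of test compound wells and 100% = 2 mM ZnCl2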
# MEKK2 WT-MEK5 = modulators of MEK5 binding to wildtype MEKK2, primary screen, biochemical, multiplex bead flow cytometry, Alexa488-MEK5 | Mitogen-activated protein kinase kinase kinase 2 (Homo sapiens), Q9Y2U5 | actives 1.1% (n = 290,000) | AID 1531, 2009 | Alexa488-MEK5 binding to MEKK2 WT; actives lie on both sides | binding response (% of control), % at 10 µM; in the data active = binding response below about 67% or above about 130%
# * = called active by the depositor; . = not tested or not shown.
SMILES,NALP1 inh,OXTR ag,GPR7 antag,MEKK3 PB1 HTS,DNA FID counter,MEKK2mut PB1 HTS,PHOSPHO1 inh,M18AAP inhibitor,MEKK2 WT-MEK5
Cc1occc1C(=O)N/N=C/c1ccccc1[N+](=O)[O-],4.9,0.8,-10.2,102.0,-1.7,7.0,-3.1,7.7,100.0
CCc1cc2cc3c(cc2nc1SCC(=O)Nc1cc(C)on1)OCO3,1.6,0.5,-11.2,105.0,-4.0,7.0,1.8,-12.7,111.0
O=C(Nc1cccc(Cl)c1N1CCOCC1)c1cc([N+](=O)[O-])ccc1N1CCOCC1,4.7,-0.2,5.3,97.0,-6.4,0.0,-12.6,-2.7,97.0
COC(=O)c1sc(NC(=O)CSc2nncs2)c(C(=O)OC)c1C,.,-0.1,-0.8,98.0,-18.7,2.0,-5.8,-0.6,94.0
Cc1sc2nc(C(C)(C)C)oc(=O)c2c1C,6.3,0.5,-0.1,101.0,2.6,4.0,-7.4,8.3,100.0
Cc1ccc(NS(=O)(=O)c2cccc(C(=O)NCC3(N(C)C)CCCCC3)c2)cc1,9.3,1.5,3.3,104.0,6.3,-11.0,24.4,3.6,91.0
CC(C)Oc1ccc(C(=O)NCC(=O)O)cc1,15.3,0.8,-3.6,101.0,1.0,6.0,32.2,-8.7,97.0
Cc1sc(NC(=S)NC(=O)C2CCCCC2)c(C(N)=O)c1C,18.3,-1.4,7.8,101.0,-2.1,-1.0,-6.2,-1.8,104.0
C=CCN1C(=O)CSC1=Nc1cccc(O)c1,5.2,2.2,-16.3,99.0,-5.5,-9.0,27.6,-3.4,97.0
CCOc1cccc(N2C(=O)CC(N3CCN(c4ccc(S(=O)(=O)CC)cc4)CC3)C2=O)c1 (stereo not given),79.6,0.0,-11.7,104.0,-47.0,5.0,9.5,-19.3,98.0
CC(=O)c1ccc(-c2ccc(C(=O)N3CCCc4ccccc43)o2)cc1,4.5,-1.8,-0.9,102.0,-37.5,-2.0,1.8,0.8,98.0
CC(=O)N1c2ccc(S(=O)(=O)NCC3CCC(C(=O)NCc4ccco4)CC3)cc2CC1C (stereo not given),8.0,-1.3,-3.6,103.0,-33.0,1.0,17.1,1.5,98.0
Cc1ccc(/C=N/NC(=O)C2(C)CC2(Br)Br)cc1 (stereo not given),-11.7,-2.1,-4.5,82.0,-4.9,-11.0,13.1,2.7,94.0
Cn1c(=O)cc(OCCCC(=O)N2CCN(c3ccccn3)CC2)c2ccccc21,6.7,-1.9,-7.3,101.0,-30.4,-1.0,0.2,4.8,100.0
Cc1nc(C)c(/C(O)=C/c2nc3ccccc3oc2=O)s1,61.1*,0.3,-1.0,102.0,-4.3,1.0,-14.4,15.7,98.0
CN1C[C@@H]2C(c3ccc(C(F)(F)F)cc3)C3(c4ccccc4)CC2(C3)[C@H]1c1ccccc1 (stereo not given in full),.,-1.7,.,96.0,.,4.0,26.5,.,109.0
C/C(=N\Nc1nc(N2CCOCC2)nc(N2CCOCC2)n1)c1ccc([N+](=O)[O-])cc1,7.8,0.5,-0.3,100.0,-2.8,6.0,-5.3,5.1,102.0
COc1ccc(OC)c(/C=C2\NC(=O)NC2=O)c1,1.0,0.4,-2.2,100.0,-3.8,8.0,27.3,6.5,102.0
Cc1ccc(C(=O)N/N=c2\sc3ccccc3n2C)cc1,13.0,-0.8,6.2,136.0*,-13.7,0.0,6.0,2.8,105.0
COc1cc(/C=C2/SC(=O)NC2=O)ccc1Oc1ccc([N+](=O)[O-])cc1[N+](=O)[O-],.,0.9,-7.5,97.0,-6.2,-6.0,15.8,-1.0,98.0
CC(=O)Oc1ccc2c(=O)oc(-c3ccc([N+](=O)[O-])cc3)nc2c1,12.4,1.0,-20.8,103.0,-13.2,9.0,35.6,3.1,104.0
COc1cc(Cl)ccc1OCc1cc(C(=O)N(C)Cc2cn(C)nc2C)no1,-1.6,1.8,-10.9,109.0,-33.7,11.0,12.5,-4.7,110.0
CN(CC1CCCN(CCc2ccccc2F)C1)C(=O)c1ccoc1 (stereo not given),9.0,-0.4,-9.3,100.0,-3.4,5.0,30.2,-2.4,102.0
O=C(NNc1cc(Cl)ccc1Cl)c1cccs1,19.7,-0.1,-26.7,130.0*,-6.0,25.0,7.9,51.9*,127.0
COC(=O)c1ccc(NN=Nc2ccc(C)cc2)cc1,18.8,-2.3,-5.9,99.0,-6.2,-2.0,-24.5,-2.1,101.0

# Next part:
SMILES,NALP1 inh,OXTR ag,GPR7 antag,MEKK3 PB1 HTS,DNA FID counter,MEKK2mut PB1 HTS,PHOSPHO1 inh,M18AAP inhibitor,MEKK2 WT-MEK5
CCOC(=O)N1CCN(S(=O)(=O)c2ccc(F)c(C(=O)Nc3ccc(C(C)C)cc3)c2)CC1,20.1,-0.4,-14.4,100.0,-2.8,-1.0,9.5,-2.9,97.0
N#C/C(=C\c1ccc[nH]1)C(=O)N1CCCCC1,0.6,1.6,-3.2,99.0,-0.3,10.0,51.9,0.3,99.0
Cc1ccc(C(=O)OCc2cn(-c3ccccc3)nn2)cc1,-7.0,-2.5,5.2,89.0,-33.4,-1.0,12.2,-11.1,94.0
CCc1ccc(/C=N/n2c(C3CCCCC3)n[nH]c2=S)cc1,-0.4,-1.3,-14.3,109.0,-31.1,2.0,-88.6,5.6,105.0
COc1ccc(C(=O)NCc2nnc(SCC(=O)NCc3ccc(F)cc3)o2)cc1,7.9,-0.1,-7.7,104.0,-7.8,6.0,3.2,-0.8,108.0
COc1ccc(C(=O)Nn2c(C)nnc2-n2nc(C)cc2C)cc1OC,13.8,-0.1,-2.1,98.0,-3.2,5.0,19.4,-0.7,109.0
O=C(CN1CCN(Cc2ccccc2Cl)C1=O)NCc1ccccn1,.,-0.3,-12.6,101.0,-7.5,0.0,41.2,1.0,102.0
COc1cccc(-c2cc(C(F)(F)F)n3nc(C(=O)Nc4c(C)n(C)n(-c5ccccc5)c4=O)cc3n2)c1,-0.7,-2.8,-11.8,80.0,-32.7,-3.0,-0.2,0.3,95.0
OC(c1nc2ccc(F)cc2[nH]1)C(O)c1nc2ccc(F)cc2[nH]1 (stereo not given),-3.6,1.9,-18.0,99.0,-7.7,-5.0,.,1.1,102.0
CC(=O)c1cccc(NC(=O)C2CC(c3ccc(F)cc3)=NO2)c1 (stereo not given),-1.8,1.0,1.7,113.0,-16.7,3.0,-9.3,-6.3,98.0
Cc1onc(-c2ccccc2)c1C(=O)OCC(=O)c1ccccc1,-29.8,-2.5,-4.8,113.0,-10.0,10.0,-17.2,-1.9,111.0
COCCn1c(N)c(C(=O)NCC2CCCO2)c2nc3ccccc3nc21 (stereo not given),-10.9,2.9,3.2,108.0,-13.6,6.0,2.3,0.5,110.0
Cc1ccc(Cl)cc1N1CCN(CC(=O)Nc2ccc3[nH]c(=O)[nH]c3c2)CC1,25.2,5.3,-9.1,104.0,-27.1,2.0,-6.8,-7.7,101.0
Cc1ccc(CNC(=O)c2cccc(OCc3c(C)noc3C)c2)cc1,9.8,-0.6,3.0,108.0,-14.1,6.0,3.3,-12.2,106.0
N#C/C(=C\c1ccncc1)c1nc2ccccc2c(=O)[nH]1,14.4,-0.5,-7.4,97.0,-10.2,-7.0,5.0,9.0,92.0
CC(C)CCNC1c2ccccc2C(=O)N1Cc1ccccc1 (stereo not given),-4.0,-2.2,-5.9,106.0,-33.5,4.0,29.1,3.2,108.0
O=C(O)CCC(=O)Nc1ccc(S(=O)(=O)N2CCCC2)cc1,10.9,0.1,-3.5,96.0,0.7,-2.0,-3.7,-2.5,96.0
N#Cc1c(N)n(-c2cccc(C(=O)O)c2)c2nc3ccccc3nc12,-0.1,1.1,-16.5,106.0,-8.8,3.0,-0.8,-1.1,103.0
COc1ccc(CCNC(=O)C(=O)NCC2OCCN2S(=O)(=O)c2ccc(F)cc2)cc1 (stereo not given),18.8,0.6,-9.3,100.0,-33.9,-1.0,30.6,-1.9,95.0
CC1C(C#N)=C(SCC(N)=O)NC2=C1C(=O)CC(C)(C)C2 (stereo not given),16.7,1.9,10.9,99.0,-3.9,-2.0,-15.4,13.2,101.0
Cc1ccc(C(=O)Nc2ccc(N3CCN(S(C)(=O)=O)CC3)cc2)cc1,27.8,1.4,14.2,104.0,-0.5,2.0,-7.4,5.9,101.0
NC(=O)COc1ccc(Nc2nnc(-c3ccc(O)cc3)c3ccccc23)cc1,-8.8,-1.3,-9.2,89.0,-15.5,-15.0,35.8,4.4,87.0
Cc1ccc(-c2c(C(=O)N(C)Cc3ccccc3)oc(=O)c3ccccc23)cc1,24.2,-2.2,19.5*,98.0,-14.5,-2.0,4.9,3.2,97.0
Cc1ccc(-c2nnc(-c3ccccc3)c(-c3ccccc3)n2)cc1,9.6,-1.1,4.3,92.0,1.8,0.0,5.7,-12.0,93.0
O=C1C=C(Nc2ccc(O)cc2)C(=O)c2ccccc21,-2.1,-0.2,2.0,103.0,14.2,4.0,7.7,-7.3,101.0

# Reformatted: 2 of the compounds above
# Values in the order: NALP1 inh	OXTR ag	GPR7 antag	MEKK3 PB1 HTS	DNA FID counter	MEKK2mut PB1 HTS	PHOSPHO1 inh	M18AAP inhibitor	MEKK2 WT-MEK5
Cc1ccc(C(=O)Nc2ccc(N3CCN(S(C)(=O)=O)CC3)cc2)cc1
    27.8	1.4	14.2	104.0	-0.5	2.0	-7.4	5.9	101.0
N#C/C(=C\c1ccncc1)c1nc2ccccc2c(=O)[nH]1
    14.4	-0.5	-7.4	97.0	-10.2	-7.0	5.0	9.0	92.0

# Back to the main list, repeating the 2 entries before the break.
SMILES,NALP1 inh,OXTR ag,GPR7 antag,MEKK3 PB1 HTS,DNA FID counter,MEKK2mut PB1 HTS,PHOSPHO1 inh,M18AAP inhibitor,MEKK2 WT-MEK5
Cc1ccc(-c2nnc(-c3ccccc3)c(-c3ccccc3)n2)cc1,9.6,-1.1,4.3,92.0,1.8,0.0,5.7,-12.0,93.0
O=C1C=C(Nc2ccc(O)cc2)C(=O)c2ccccc21,-2.1,-0.2,2.0,103.0,14.2,4.0,7.7,-7.3,101.0
COC(=O)C1CCN(Cc2cn(Cc3ccccc3)nc2-c2cc3ccccc3o2)CC1,32.0*,3.5,16.1,106.0,26.5,-5.0,39.5,1.2,131.0
COc1ccc(-c2csc(NC(=O)c3ccccc3Br)c2C(=O)O)cc1,11.3,2.1,8.3,103.0,-9.3,3.0,37.5,6.8,102.0
Nc1nonc1-c1nc2ccccc2n1CC(=O)N1CCN(c2ccc(F)cc2)CC1,-8.7,0.2,-7.2,104.0,-9.8,5.0,20.7,-3.8,109.0
C=CCNc1nc(NC(C)(C)CO)nc(OCC)n1,6.9,1.5,-3.6,100.0,-5.5,0.0,28.7,1.5,97.0
O=C(NC12CC3CC(CC(C3)C1)C2)c1cnccn1,23.2,0.5,10.3,115.0,-3.2,7.0,25.6,4.1,113.0
COc1ccc(C2CC(c3ccc4ccccc4c3)=NN2C(=O)COC(=O)C2CCC(=O)N2)cc1 (stereo not given),-1.7,1.6,14.9,101.0,-26.9,-1.0,-26.7,-4.4,97.0
Cc1cc(N=Nc2ccc3ccccc3c2)ccc1O,1.2,2.0,13.7,100.0,13.3,1.0,39.0,2.0,101.0
O=C(c1ccco1)N1CCN(S(=O)(=O)c2ccc([N+](=O)[O-])cc2)CC1,5.8,-1.9,3.6,99.0,0.6,-15.0,42.9,6.6,89.0
CN1CCN(C(=O)C(=O)c2cn(CC(=O)N3CCCC3)c3ccccc23)CC1,13.3,-0.3,-14.6,95.0,-0.7,2.0,28.7,3.9,97.0
